Eya2 inh = Eya2 (human) phosphatase inhibition; AID 488837; Potency, µM (top dose mostly 76.9 µM), inactives show at the highest dose activity, negative = inhibition, actives largely listed as inhibitors; 0.006% of 330,000 active; recombinant Eya2, OMFP fluorescence dephosphorylation (OMFP is methylfluorescein phosphate); note: potency is the fitted concentration of half-maximal effect; % is set by controls: 0 for no effect and ±100 for the full control effect
Target sequence (O00167 whole entry, looked up): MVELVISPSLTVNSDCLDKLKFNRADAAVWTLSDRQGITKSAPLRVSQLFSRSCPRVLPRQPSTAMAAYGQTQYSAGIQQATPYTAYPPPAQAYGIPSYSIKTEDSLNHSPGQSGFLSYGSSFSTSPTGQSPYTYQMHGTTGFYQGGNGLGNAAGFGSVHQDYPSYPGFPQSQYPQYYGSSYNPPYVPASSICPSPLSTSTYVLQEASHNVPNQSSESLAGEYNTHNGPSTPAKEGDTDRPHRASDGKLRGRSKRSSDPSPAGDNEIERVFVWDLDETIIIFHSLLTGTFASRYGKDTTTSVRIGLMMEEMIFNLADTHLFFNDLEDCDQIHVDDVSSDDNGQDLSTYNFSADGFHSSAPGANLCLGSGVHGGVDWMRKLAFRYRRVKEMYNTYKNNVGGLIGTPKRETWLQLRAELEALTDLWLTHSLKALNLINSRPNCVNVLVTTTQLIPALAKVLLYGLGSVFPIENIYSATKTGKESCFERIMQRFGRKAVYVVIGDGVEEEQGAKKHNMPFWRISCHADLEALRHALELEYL
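Eya2 (0.2 uM) preincubated 10 min at ambient with compound, then OMFP substrate added at 50 uM; 10 min reaction in 50 mM HEPES pH 7.5, 50 mM NaCl, 5 uM MgCl2, 0.05% BSA, 1 mM DTT. Fluorescence read at Ex 485/Em 525 nm.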
BCR signal inh = blocks chronic active B-cell receptor signaling; ABC-DLBCL IkBa-CBG/CBR reporter, luminescence ratio, 4 h; Potency, µM (series often up to 46.1 µM), for inactives: at the top dose ratio change, negative = lower green/red ratio, usual class: inhibitors; 0.05% of 340,000 active; active = well fitted inhibition curve with a large enough effect in the signal ratio, with a control signal flat, not every such curve was filed as active; inconclusive = small, poorly fitted or top-dose-only effect, or effect the other way, or a change in a side signal; the % refers to the signal ratio;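 note: potency is the fitted concentration of half-maximal effect; plate controls were basal doxycycline-induced cells for no effect and cells given 10 µM MG132 for full effect; MG132 reads +100%, hits lower the ratio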
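Concentration-response series (up to 46 uM) were applied to TMD8 dual-reporter cells for 4 h at 37C with doxycycline. Green/red ratio, after filter-overlap correction, defined %Activity; red signal alone was normalised to basal cells and zero luminescence.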
USP2a inh = USP2a (human) protease inhibition; USP2 core, Ub-CHOP2 coupled fluorogenic reporter, 485/531; Potency, µM (top dose mostly 38.3 µM), for inactives: at the top dose activity change, negative = inhibition, most hits filed as inhibitors; 0.01% of 330,000 active; AID 463254;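 note: potency is the fitted concentration of half-maximal effect; plate controls were DMSO wells for no effect and full inhibition by NEM control for full effect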
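Deubiquitinase activity read as fluorescence (485/531 nm) after Ub-CHOP2 cleavage activates the enterokinase reporter on its substrate; USP2 core 10nM, Ub-CHOP2 and substrate 25nM each, 30min compound preincubation then 60min RT; data normalized to NEM, curves fitted.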
MBNL1-CUG inh = inhibitors of human MBNL1 binding to CUG repeat RNA; Q9NR56; TR-FRET MBNL1-His/biotin-(CUG)12 binding, 665/545 ratio; Potency, µM (highest dose often 57.5 µM), for inactives: at the top dose activity change, negative = inhibition, hits mostly inhibitors; 0.036% of 280,000 active; active = well fitted inhibition curve with a large enough effect in the signal ratio, with a control signal flat, not every such curve was filed as active; inconclusive = small, poorly fitted or top-dose-only effect, or effect the other way, or a change in a side signal; inactive = no such curve, though single readings can be large or run the other way; the % refers to the signal ratio; note: potency is the fitted concentration of half-maximal effect; % is set by controls: 0 for no effect and ±100 for the full control effect
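His-tagged MBNL1 binding to biotinylated (CUG)12 RNA was measured by TR-FRET using terbium anti-His antibody (0.055 ng/ul final) and streptavidin-XL665 (5 nM final). Compounds were titrated 92 nM to 58 uM; 60 min at room temperature.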
GALK inhibitor = blocks human galactokinase activity | P51570 | Purified GALK, Kinase-Glo residual ATP luminescence | Potency, µM (doses to about 57.5 µM), for inactives: top-dose activity change, negative = inhibition, usual class: inhibitors | 0.007% of 270,000 active; note: potency is the fitted concentration of half-maximal effect; % is set by controls: 0 for no effect and ±100 for the full control effect
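Human GALK (5 nM) with 35 uM ATP and 100 uM galactose in 20 mM HEPES pH 8.0, 5 mM MgCl2, 60 mM NaCl, 1 mM DTT, 0.01% BSA. After 1 h at room temperature, leftover ATP was read by Kinase-Glo Plus luminescence.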
PKM2 activator = PKM2 (human) enzyme activation | purified PKM2, Kinase-Glo ATP luminescence, activation; response scale: 0% is enzyme alone, no compound | Potency, µM (top dose mostly 57.5 µM), inactives show at the top dose activation, actives largely listed as activators | 0.34% of 260,000 active; note: potency is the fitted concentration of half-maximal effect; % is set by controls: 0 for no effect and ±100 for the full control effect; nearly all actives have a fitted effect of over 55% in size
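Purified hPK-M2 (>95% pure) converted ADP (0.1 mM final) to ATP with 0.5 mM PEP in 50 mM imidazole pH7.2, KCl, MgCl2, Tween 20, BSA; 1 h at room temperature. ATP detected by Kinase-Glo luminescence.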
TSHR antagonist = human thyrotropin receptor antagonism; P16473; TSHR-expressing cells, TSH-stimulated cAMP HTRF, 2 h; active compounds read low; activity change, negative = inhibition, % at 11.5 µM; 0.2% of 330,000 active; AID 504810;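 active = activity change below a set negative limit, meaning inhibition stronger than a set level, cut at about -70% in these data; inconclusive = activity change between two set negative limits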; note: % is set by controls: 0 for no effect and ±100 for the full control effect
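Cell-based HTRF cAMP assay; TSHR cells + compound, TSH EC80 (4nM final), 2 h, 37 deg C. Lysis with anti-cAMP cryptate and cAMP-d2, 30 min RT, read 665/620 nm.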
KCNH2 WT inh = KCNH2 (human, wildtype) channel inhibition; 0.37% of 340,000 active; AID 720551; activity change, % at 1.84 µM; Q12809; U2OS, BacMam KCNH2, thallium flux FluxOr; active compounds read low;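 active = maximum activity change below -70%; inconclusive = maximum activity change between -70% and -50%; inactive = maximum activity change above -50%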; note: % is set by controls: 0 for no effect and ±100 for the full control effect
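U2OS cells were transduced with wild-type KCNH2 virus (2.03 x 10^8 / mL) for 4 h at room temperature, then cultured overnight at 37 C. Thallium flux was read with FluxOr dye. Rate constants were normalized to DMSO controls.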
S-ASM inh = inhibitors of human secretory acid sphingomyelinase; P17405; placental ASM, HMU-PC fluorogenic substrate, 60 min; Potency, µM (top dose mostly 57.5 µM), for inactives: top-dose activity change, negative = inhibition, most hits filed as inhibitors; 0.006% of 340,000 active; AID 504937; note: potency is the fitted concentration of half-maximal effect
Target sequence (P17405 47-631 limits assumed): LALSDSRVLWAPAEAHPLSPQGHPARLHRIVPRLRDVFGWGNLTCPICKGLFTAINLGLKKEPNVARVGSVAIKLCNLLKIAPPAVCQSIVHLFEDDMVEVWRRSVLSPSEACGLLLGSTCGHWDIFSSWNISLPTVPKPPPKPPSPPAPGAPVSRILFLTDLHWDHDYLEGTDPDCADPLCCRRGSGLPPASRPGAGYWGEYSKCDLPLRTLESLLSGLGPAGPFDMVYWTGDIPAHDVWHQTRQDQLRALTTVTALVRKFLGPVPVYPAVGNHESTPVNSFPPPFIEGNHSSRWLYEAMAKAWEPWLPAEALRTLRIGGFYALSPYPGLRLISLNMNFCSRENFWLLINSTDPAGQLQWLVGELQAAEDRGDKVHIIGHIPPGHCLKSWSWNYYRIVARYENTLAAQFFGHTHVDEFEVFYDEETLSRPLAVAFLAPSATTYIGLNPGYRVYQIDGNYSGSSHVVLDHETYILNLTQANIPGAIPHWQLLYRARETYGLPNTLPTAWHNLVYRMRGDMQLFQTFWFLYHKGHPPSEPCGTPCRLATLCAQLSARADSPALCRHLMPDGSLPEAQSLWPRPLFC
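qHTS format. ASM enzyme prepared from human placenta hydrolyses the fluorogenic substrate HMU-PC0 (9 uM final) over 60 min at 37 °C after a 10 min compound preincubation.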
Mito fusion yeast = blocks mitochondrial division or promotes mitochondrial fusion; 0.23% of 320,000 active; Potency, µM (top dose mostly 46.1 µM), for the others: at the highest dose growth rescue (activation), hits mostly activators; S. cerevisiae fusion-defective mutant growth rescue, CellTiterGlo 48 h;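 note: potency is the fitted concentration of half-maximal effect; % of control where 0% means no effect; nearly all actives have a fitted effect of over 45% in size; temperature-sensitive fusion mutants such as fzo1-1 at 37 °C on non-fermentable ethanol glycerol medium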
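Read-out: ATP-based luminescence (CellTiterGlo, 10 min ambient) reporting growth of fusion-defective ts yeast after 48 hours at 37C on glycerol/ethanol YPEG medium in the presence of compound.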
Menin-MLL TR inh = inhibitors of human menin-MLL interaction, mutant MLL peptide | O00255 | Menin + Texas Red MLL mutant peptide, fluorescence polarization | Potency, µM (top dose mostly 61.6 µM), for the others: at the highest dose FP activity change, negative = inhibition, most hits filed as inhibitors | 0.23% of 270,000 active | AID 1768; active = well fitted inhibition curve with a large enough effect in the polarisation, with a control signal flat, not every such curve was filed as active; inconclusive = small, poorly fitted or top-dose-only effect, or effect the other way, or a change in a side signal; inactive = no such curve, though single readings can be large or run the other way; the % refers to the polarisation; note: potency is the fitted concentration of half-maximal effect; % of control where 0% means no effect; many of its hits are not listed in these tables
Starred values were filed as active, the others as inactive; ? = inconclusive; / = not tested or not shown; [ ] = remark or other dose. Unless noted, calls come from the whole dose curve; as a rule, active = well fitted curve in the direction sought with a large enough effect; inconclusive = small, poorly fitted or top-dose-only effect, or another doubt; inactive = no such curve, though single readings can be large; an effect the other way counts as inactive or inconclusive.

The opening three entries, ahead of the listing:
SMILES	Eya2 inh	BCR signal inh	USP2a inh	MBNL1-CUG inh	GALK inhibitor	PKM2 activator	TSHR antagonist	KCNH2 WT inh	S-ASM inh	Mito fusion yeast	Menin-MLL TR inh
COc1cc(C(=O)N(C)Cc2cccc(OC)c2OC)ccc1OCC(=O)Nc1cccc(C(F)(F)F)c1	4%	?	-3%	/	/	/	-24	0	-3%	10%	/
CC(C)CCN(C(=O)c1ccc(Br)cc1)c1c(N)n(Cc2ccccc2)c(=O)[nH]c1=O	-10%	3%	3%	/	/	/	9	4	5%	-7%	/
COc1cccc(OCC(O)CN2CCN(c3ncccn3)CC2)c1 (stereo unspecified)	-6%	-6%	3%	/	0%	-16%	17	-2	1%	1%	-7%

Results, repeating the preview:
SMILES	Eya2 inh	BCR signal inh	USP2a inh	MBNL1-CUG inh	GALK inhibitor	PKM2 activator	TSHR antagonist	KCNH2 WT inh	S-ASM inh	Mito fusion yeast	Menin-MLL TR inh
COc1cc(C(=O)N(C)Cc2cccc(OC)c2OC)ccc1OCC(=O)Nc1cccc(C(F)(F)F)c1	4%	?	-3%	/	/	/	-24	0	-3%	10%	/
CC(C)CCN(C(=O)c1ccc(Br)cc1)c1c(N)n(Cc2ccccc2)c(=O)[nH]c1=O	-10%	3%	3%	/	/	/	9	4	5%	-7%	/
COc1cccc(OCC(O)CN2CCN(c3ncccn3)CC2)c1 (stereo unspecified)	-6%	-6%	3%	/	0%	-16%	17	-2	1%	1%	-7%
CCc1noc(C)c1C(=O)N1CCCC(N2CCN(c3ccccc3F)CC2)C1 (stereo unspecified)	7%	1%	3%	-8%	-2%	-1%	-4	-16	4%	0%	/
Cc1ccc(S(=O)(=O)O/N=C2\CCCc3ccccc32)cc1	-13%	2%	5%	-2%	-1%	-1%	0	0	3%	-1%	-5%
CCn1c(SC)nnc1-c1sc2cc(Cl)ccc2c1Cl	-32%	-4%	0%	2%	-1%	2%	-16	-7	4%	24%	?
Cc1cc(C)c2sc(NNC(=O)c3ccc(S(=O)(=O)N4CCc5ccccc5C4)cc3)nc2c1	-3%	?	-8%	38%[activator]	/	-2%	-6	0	-14%	-9%	10%
C=C(C)CN1C(=O)C(O)(CC(=O)c2ccc3c(c2)OCCO3)c2ccccc21 (stereo unspecified)	0%	2%	-4%	-8%	-3%	-3%	-6	-7	-2%	0%	-18%
Cc1ccc(Cn2nc(C)c(NC(=O)c3cc(C)no3)c2C)cc1	16%	?	1%	5%	2%	2%	0	4	-2%	-3%	-8%
CCOc1cccc(C(=O)NNC(=O)C2C3C=CC(C3)C2C(=O)O)c1 (stereo unspecified)	0%	?	1%	-3%	-2%	-4%	16	9	1%	2%	/
Cc1cc(C)cc(N2C(N)=NC(N)=NC2c2cccc(Cl)c2)c1 (stereo unspecified)	-1%	?	-10%	0%	0%	/	-9	0	-2%	-27%	-29%
CC(=O)Nc1ccc(S(=O)(=O)N(C)CC(=O)OCC(=O)N2CCCCC2)cc1	0%	2%	1%	/	/	/	3	-12	-2%	-3%	/
O=C(N/N=C/c1ccoc1)c1ccccc1	-9%	?	-4%	-12%	7%	-9%	18	1	2%	-3%	2%
O=C(CSc1nnc(-c2cccnc2)n1Cc1ccccc1)NCc1ccco1	21%	?	3%	-2%	2%	0%	2	-20	-1%	1%	-9%
NS(=O)(=O)c1ccc(CCNC(=O)CCNS(=O)(=O)c2ccccc2C(F)(F)F)cc1	10%	9%	-1%	/	/	/	-2	-4	0%	1%	/
O=C(CSc1nc2ccc([N+](=O)[O-])cc2s1)c1ccc2ccccc2c1	8%	7%	0%	/	-1%	2%	0	4	-4%	2%	/
CC(C)(C)NC(=O)C(c1ccc(-c2ccccc2)cc1)N(C[C@H]1CC[C@@H]([C@@H]2CC[C@H](CO)O2)O1)C(=O)c1ccc2ccccc2c1 (stereo partly specified)	-11%	-1%	-3%	/	/	/	8	4	?	/	/
COC(=O)c1cccc(S(=O)(=O)N(Cc2ccco2)Cc2cc3cc(OC)c(OC)cc3[nH]c2=O)c1	-4%	8%	0%	5%	3%	-4%	2	-9	16%	-3%	9%
CCCCC1(C)OC(=O)C(=Cc2c[nH]c3ccccc23)C(=O)O1 (stereo unspecified)	-16%	-9%	-5%	-1%	-2%	-2%	-2	-4	-1%	3%	?
O=C(c1ccccc1)c1cc2ccc(O)cc2oc1=O	1%	?	2%	?	12%	-29%	11	9	22%	-4%	-2%
O=C(Nc1ccc(N2CCOCC2)c(S(=O)(=O)Nc2ccccc2Cl)c1)c1ccc(F)cc1	-19%	-16%	-21%	/	/	/	-25	-2	-5%	/	/
NC(=O)CSc1nnc(COc2ccccc2)n1Cc1ccco1	-1%	0%	0%	-1%	4%	2%	-1	-3	4%	1%	-9%
CSCCC(NC(=O)c1cccc([N+](=O)[O-])c1)C(=O)O (stereo unspecified)	8%	-2%	2%	/	0%	-8%	0	1	7%	-2%	-1%
COc1ccc2nc(NC(=O)CS(=O)(=O)Cc3ccccc3)sc2c1	6%	-9%	-3%	-4%	11%	0%	1	7	-3%	7%	?
Clc1ccc(C2CSc3c4ncnc-4ncn32)cc1 (stereo unspecified)	23%	?	4%	/	-2%	-2%	19	0	1%	1%	/

Only Menin-MLL TR inh and USP2a inh (two entries from above):
| smiles | Menin-MLL TR inh | USP2a inh |
| --- | --- | --- |
| Cc1ccc(S(=O)(=O)O/N=C2\CCCc3ccccc32)cc1 | -5% | 5% |
| CCn1c(SC)nnc1-c1sc2cc(Cl)ccc2c1Cl | ? | 0% |

The listing continues.
SMILES	Eya2 inh	BCR signal inh	USP2a inh	MBNL1-CUG inh	GALK inhibitor	PKM2 activator	TSHR antagonist	KCNH2 WT inh	S-ASM inh	Mito fusion yeast	Menin-MLL TR inh
Cc1cccc(-n2ncc3c(N4CCC5(CC4)OCCO5)ncnc32)c1	0%	-1%	1%	-13%	-2%	0%	-15	-2	-5%	-6%	/
CC(=O)Nc1ccc(SCC(=O)N(C)C2CCS(=O)(=O)C2)cc1 (stereo unspecified)	14%	0%	2%	-2%	10%	8%	3	2	1%	1%	2%
COC(=O)c1ccc(-c2ccc(C(=O)N3CCCN(C)CC3)cc2)cc1	3%	-1%	-2%	1%	4%	3%	5	/	/	-7%	5%
Cc1ccc(S(=O)(=O)n2ccc3c(OCCOCCNCc4ccc(F)cc4)cccc32)cc1	-4%	?	1%	-5%	0%	/	-12	18	-18%	-62%[inhibitor]	?
N#Cc1ccc(-c2csc(NNC(=O)c3ccccc3)n2)cc1	-9%	?	1%	12%	0%	-8%	-7	-14	-2%	-4%	21%
O=C(O)CCC(CNS(=O)(=O)c1ccccc1)C(F)(F)F (stereo unspecified)	-1%	6%	9%	-4%	0%	-1%	0	3	3%	-8%	3%
CCCCSc1nc(NCc2ccco2)c2c3c(sc2n1)COC(C)(C)C3	1%	6%	-10%	5%	0%	1%	4	1	7%	-9%	8%
CC(=O)c1ccc(OCC(O)CN2CCN(CCN3C(=O)c4cccc5cccc(c45)C3=O)CC2)cc1 (stereo unspecified)	1%	?	-6%	?	1%	-2%	9	13	0%	-16%	-11%
O=Cc1ccc2c(c1)CCN2Cc1ccccc1	-9%	?	3%	?	-3%	/	5	4	38%	5%	-14%
CCN1CCN(c2cc(SC(C)C)nc(-c3ccc(OC)cc3)n2)CC1	-11%	?	-3%	-7%	0%	0%	37	17	-15%	-3%	?
CC1(C)NC(=O)N(CCCCOc2ccc(Cl)cc2)C1=O	-28%	-6%	2%	-4%	0%	7%	3	0	2%	7%	1%
O=C(NCCNS(=O)(=O)c1ccccc1Cl)c1cc(OCC(F)(F)F)ccc1OCC(F)(F)F	5%	?	3%	10%	2%	1%	-3	1	-3%	0%	20%

Bioassay records as filed in PubChem.

Some of the compounds tested, so the mix of outcomes need not match the whole.
